# Source: PubChem BioAssay (several laboratories)
# KKLEB cytotox – cytotoxicity in KKLEB CF airway cells, primary screen, cytotoxicity control for CF NF-kB inhibitor project, cell-based, uHTS, fluorescence assay plates | KKLEB CF airway cells viability, ATPlite luminescence, overnight; stronger effect = lower value; cells stimulated with P. aeruginosa culture filtrate | activity change (cytotoxicity), % at 5 µM | hit rate 0.36% among 360,000;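 active means corrected activity change at or below -50% at 5 µM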
# CF NFkB block – inhibitors of PAF-induced NF-kB signaling, primary screen, cell-based, GFP fluorescence, uHTS; hit rate 0.86% among 360,000; KKLEB NF-kB-GFP reporter, GFP fluorescence overnight; inhibition, % at 5 µM;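 active means at least 50% inhibition at 5 µM, scaled per plate between neutral and stimulator controls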;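 further: PAF is a Pseudomonas aeruginosa culture filtrate used as stimulus; plate controls were PAF-stimulated DMSO wells for no effect and unstimulated DMSO wells for full effect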
# aDG glyco up – activators of alpha-DG glycosylation, primary screen, uHTS, Pro5-aDG cells, AlphaScreen. hit rate 0.22% among 360,000. AID 624168, 2012. alpha-DG glycosylation AlphaScreen (IIH6); 0% Pro5, 100% B10-LARGE cell signal. activation, % at 10 µM;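 active means activation of at least 8% versus controls, or a plate z-score of at least 8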;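 further: Pro5 are CHO cells carrying HIG-tagged alpha-DG that lacks glycosylation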
# NR2E3 ag-1 – inhibitors of NR2E3-RetCOR corepressor binding, primary screen, NR2E3 agonist project, biochemical, TR-FRET, GST-NR2E3, biotin-RetCOR. 1536-well. inhibition of corepressor binding, % at 4.78 µM. hit rate 0.12% among 320,000. AID 2300, 2010;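 active means percent inhibition above the cutoff of mean plus 3 SD of all tested compounds, set per screening campaign, cut at about 20% in these data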;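 further: 0% = DMSO wells and 100% = biotin wells as full block of FRET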
# Target sequence (Q9Y5X4 whole entry, looked up): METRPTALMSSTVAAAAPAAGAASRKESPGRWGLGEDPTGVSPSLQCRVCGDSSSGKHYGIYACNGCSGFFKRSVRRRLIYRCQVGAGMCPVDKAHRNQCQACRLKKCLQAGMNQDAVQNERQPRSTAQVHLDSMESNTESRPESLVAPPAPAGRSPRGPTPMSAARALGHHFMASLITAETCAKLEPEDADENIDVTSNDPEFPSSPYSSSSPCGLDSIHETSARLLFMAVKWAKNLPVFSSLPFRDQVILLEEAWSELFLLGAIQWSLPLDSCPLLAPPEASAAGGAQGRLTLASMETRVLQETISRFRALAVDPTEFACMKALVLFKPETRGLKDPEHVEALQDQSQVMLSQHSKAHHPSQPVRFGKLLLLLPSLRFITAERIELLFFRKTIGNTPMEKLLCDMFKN
#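 Test system: GST-NR2E3 and biotin-RetCOR proteins | Quantity: 1.35 nM GST-tagged NR2E3 final | Medium: Tris pH 7.5 | Also added: 7 nM biotin-RetCOR | Dosing: Compound at 4.8 µM, single dose | Timing: 5 h at 4 °C | Detection: Time-resolved FRET | Read-out basis: Percent inhibition | Benchmarks: Biotin wells as high control, 0.6% DMSO wells as low control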
# Shn3 3UTR inh – reduction of Shn3 3'UTR firefly luciferase signal, primary screen, Schnurri-3 inhibitor project, cell-based, Clone20 osteoblasts, set 2; Clone20 osteoblast Shn3 3'UTR firefly luciferase, 24 h; inhibition, % at 12.5 µM; hit rate 0.52% among 360,000; AID 588674, 2011;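 active means mean inhibition of at least 75% with every replicate also reaching 75%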;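 further: 0% = median of neutral control wells and 100% = pilot-screen positive control compound; some compounds past the cut are filed as inactive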
# TRPM1 prom inh – inhibitors of MITF-dependent TRPM1 promoter reporter, primary screen, cell-based, SK-MEL-5, single point, luciferase; inhibition, % at 12.5 µM; AID 488899, 2010; SK-MEL-5 TRPM1 promoter luciferase, 24 h; hit rate 0.83% among 330,000;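 active means mean inhibition across replicates of 60% or more, whatever share of single replicates reaches that level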; further: values of inactives mirror those of a sister screen read the other way
# Peg3 prom inh – Peg3 promoter-driven luciferase inhibitors, primary screen, cell-based, HeLa, luciferase luminescence; HeLa PEG-Prom luciferase reporter, overnight; hit rate 1.7% among 360,000; inhibition, % at 20 µM; AID 588405, 2011;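 active means inhibition of at least 50% at 20 µM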
# HIF-2a block – HIF-2a reporter inhibitors, primary screen, luminescence, 786-0 RCC cells; 786-0 RCC cells HIF-2a reporter, luciferase luminescence, overnight; inhibition, % at 18.8 µM; hit rate 0.72% among 360,000;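 active means inhibition of the luminescence signal of 40% or more relative to plate controls, in a single-dose primary screen at 18.75 µM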
# TWEAK Fn14 block – inhibitors of TWEAK-Fn14 signaling, primary screen, luciferase reporter cells, uHTS; TWEAK-stimulated Fn14 reporter cells, luciferase luminescence, 8 h; inhibition, % at 10 µM; hit rate 2% among 360,000; in the data active means inhibition above about 50%
# iPSC survival up – enhancers of single-cell hiPSC survival, primary screen, ATPlite luminescence; 100% = ROCK inhibitor wells, 0% = DMSO; survival enhancement, % at 20 µM; hit rate 0.044% among 360,000; AID 602274, 2012; in the data active means survival enhancement above about 18%;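 further: cells exposed to compounds for 16 hours before the ATP read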
# NR2E3 ag-2 – NR2E3 agonists in two-hybrid cells, primary screen, cell-based, luminescence, CHO-S, Gal4-NCOR/VP16-NR2E3. Photoreceptor-specific nuclear receptor (Homo sapiens), Q9Y5X4. AID 602229, 2012. luciferase. inhibition of corepressor binding, % at 3.98 µM. hit rate 0.35% among 360,000;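 active means inhibition above the mean of all tested compounds plus 3 SD, cut at about 70% in these data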;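 further: 0% = DMSO with NR2E3 transfected cells and 100% = cells lacking NR2E3 construct; higher means lower luciferase signal from less NR2E3 corepressor binding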
# Active calls of the source: *; . = not tested or not shown. Hits appear at their usual frequency; 4.4% or so of the library scored in one or more.
nr	compound	aDG glyco up	Shn3 3UTR inh	NR2E3 ag-1	TRPM1 prom inh	iPSC survival up	Peg3 prom inh
1	CCc1nc2ccc(C(=O)N3CCCCC3)cn2c1N(C)CCCc1ccccc1	0.2	-8.9	.	.	-1.4	-0.9
2	CC(C)CCc1noc(CN2CCC(C(=O)N3CCOCC3)CC2)n1	0.0	0.7	-0.8	-11.8	-0.8	7.8
3	O=C(CN1C(=O)c2ccccc2S1(=O)=O)Nc1cccc(S(=O)(=O)N2CCOCC2)c1	-0.1	-11.1	.	0.0	0.3	-6.5
4	Cc1ccc(-c2n[nH]c(=O)c3ccccc23)cc1S(=O)(=O)N(C)C	0.0	6.3	1.7	-4.2	0.0	27.3
5	COc1ccccc1Cc1nnc(NC(=O)C2CCN(C(=O)c3ccco3)CC2)s1	0.1	-2.7	1.6	-5.8	0.2	13.7
6	COc1ccc(/C=C2/N=C3CCCCCN3C2=O)cc1OC	0.2	9.5	-3.3	-25.2	3.6	-22.4
7	O=C(N/C(=C\c1ccccc1)C(=O)N1CCCCCC1)c1ccccc1	0.0	0.9	-1.2	-7.2	-0.5	14.8
8	Cc1ccc(S(=O)(=O)c2c(N)n(Cc3ccco3)c3nc4ccccc4nc23)cc1C	39.8*	1.3	1.7	16.7	-1.3	48.6
9	CCNC(=S)N/N=C/c1cc(C)ccc1C	0.2	-19.5	7.5	4.8	5.0	-24.6
10	COc1ccc(NC(=O)C(C)N2C(=O)C3CC=C(Cl)CC3C2=O)cc1 (stereo not drawn)	-0.1	0.1	.	-4.4	-0.2	9.6
11	CCN1C(=O)[C@H]2[C@@H](c3ccc(-c4cccc(Cl)c4)c(OC)c3)N[C@@](CC(C)C)(C(=O)OC)[C@H]2C1=O	0.4	24.0	2.2	-3.1	-0.8	21.4
12	O=C(Nc1ccc(Nc2ccncc2)cc1)c1ccc(Nc2ccnc3ccc([N+](=O)[O-])cc23)cc1[N+](=O)[O-]	0.2	20.1	6.1	-3.0	-0.4	-5.8
13	CCCCCCCCN1C(=O)[C@H](CC(=O)NCCCOCCCC)C[C@@]2(C(=O)OCC)CCCC=C12	0.1	.	.	.	-0.1	.
14	CCOC(=O)/C(C#N)=C/Nc1ccccc1OC	0.1	-102.7	-0.4	-105.5	-2.9	-286.3
15	Cc1ccc(C)c(N(C(=O)c2csnn2)C(C(=O)NC2CCCCC2)c2ccccn2)c1 (stereo not drawn)	0.1	2.4	-2.8	-2.6	-0.3	4.2

nr	HIF-2a block	KKLEB cytotox	CF NFkB block	TWEAK Fn14 block	NR2E3 ag-2
1	18.0	-12.5	12.5	-6.0	-15.8
2	13.0	-0.7	2.4	-15.4	-22.5
3	-2.9	-3.1	22.1	9.7	-30.3
4	19.0	-10.9	7.7	22.1	-12.2
5	11.7	10.8	2.9	20.4	20.0
6	-3.1	-9.9	5.3	-10.7	7.1
7	11.4	-16.6	1.0	34.7	-14.9
8	12.8	-0.8	-38.0	15.6	15.3
9	-32.5	-4.4	6.3	-1.0	-3.3
10	3.4	-13.0	-3.2	-6.2	3.6
11	0.4	-29.6	27.3	-5.3	-19.2
12	26.6	-1.0	10.5	32.2	-9.8
13	11.7	.	.	13.9	-9.3
14	-278.0	-5.7	-18.3	-8.4	-139.4
15	-2.5	10.2	3.8	45.8	-1.4

nr	compound	aDG glyco up	Shn3 3UTR inh	NR2E3 ag-1	TRPM1 prom inh	iPSC survival up	Peg3 prom inh
16	CCOC(=O)c1csc(N)n1	-0.2	1.6	-0.7	6.0	-0.3	5.3
17	COc1ccc(-c2csc(NC(=O)C3=NN(c4ccccc4)C(=O)CC3)n2)cc1	0.9	-8.2	-5.5	24.2	-0.3	-2.0
18	Cc1cc(NC(=O)COC(=O)C2CC(=O)N(c3ccc(Cl)cc3)C2)no1 (stereo not drawn)	-0.1	-10.3	2.1	10.2	0.0	4.6
19	CCN(CC)C(=O)N1CCN(C)CC1	0.0	-7.3	0.3	8.5	2.4	-13.5
20	Cc1nc2ccc(NC(=O)CS(=O)(=O)c3ccccc3)cc2s1	0.0	-47.4	1.3	-66.6	-0.7	-206.0
21	Cc1cc(C)n2nc(-c3ccc(F)cc3)nc2n1	-0.3	-43.1	2.3	-11.5	2.1	-160.7
22	O=C1CC(c2cccc([N+](=O)[O-])c2)c2c(ccc3ccccc23)N1 (stereo not drawn)	-0.3	28.0	3.0	30.8	0.1	28.7
23	Cc1ccc(OCc2nc(-c3ccc(Cl)cc3)n[nH]2)cc1	-0.5	-28.8	0.2	-20.1	-1.8	-103.2
24	Cc1cccc(N2CC(C(=O)Nc3nnc(SCCN4CCOCC4)s3)CC2=O)c1 (stereo not drawn)	0.1	0.7	0.2	15.7	-0.1	11.2
25	CCN(CC(=O)NCc1ccc(Cl)cc1)C(=O)c1cccc(S(=O)(=O)Nc2ccc(OC)cc2)c1	0.2	1.2	1.6	9.1	-0.2	20.8
26	N#CC1(NC(=O)CSc2nnc(Cc3ccccc3)o2)CCCCC1	0.0	-9.7	2.7	7.3	-1.8	5.5
27	CC(=O)Nc1ccc(NC(=O)C(C)Sc2n[nH]c(=O)n2Cc2ccccc2)cc1 (stereo not drawn)	0.0	-8.4	-4.4	0.3	-0.1	2.8
28	COc1ccc(CCNC(=O)C(=O)N2CCCC2)cc1OC	-0.1	0.9	2.1	4.3	0.0	-6.0
29	COc1ccccc1OCCC(=O)N1CCN(c2ccccc2OC)CC1	0.1	7.3	0.5	1.1	2.0	-20.8
30	Cc1csc2ncnc(NNC(=O)c3ccc(Cl)cc3)c12	1.1	60.4	3.3	6.5	-0.2	-0.5

nr	HIF-2a block	KKLEB cytotox	CF NFkB block	TWEAK Fn14 block	NR2E3 ag-2
16	3.1	1.8	12.2	6.5	-12.5
17	-140.9	-0.7	-9.1	87.6*	-58.7
18	3.3	3.7	2.7	-1.4	-6.6
19	-32.9	1.6	-11.0	0.6	-27.4
20	-200.3	-3.4	1.2	-16.8	-30.0
21	-169.0	-4.1	0.6	-15.1	-62.1
22	7.7	-7.5	23.6	39.2	-83.2
23	-172.6	9.5	8.7	-29.6	-50.4
24	-0.5	-11.4	1.1	2.5	-6.8
25	7.3	-9.9	8.7	16.9	4.0
26	12.8	0.6	5.0	-12.1	17.7
27	1.5	1.8	-15.2	-8.7	18.1
28	14.8	-4.5	-3.3	18.6	-24.5
29	-28.8	2.7	8.1	5.3	-6.5
30	2.0	13.3	-3.7	-1.2	23.9

nr	compound	aDG glyco up	Shn3 3UTR inh	NR2E3 ag-1	TRPM1 prom inh	iPSC survival up	Peg3 prom inh
31	COc1ccc(C(=O)NC2c3ccccc3-c3ccccc32)cc1	0.2	6.1	3.5	9.7	-2.5	21.7
32	C/C(=N/NC(N)=S)c1ccc(Br)s1	0.2	-9.7	3.1	8.9	-0.1	11.1
33	COC(=O)C(NC(C)=O)(Nc1ccc(Br)cn1)C(F)(F)F (stereo not drawn)	-0.5	7.9	-4.0	-9.6	4.1	8.4
34	Nc1nc(NC(=O)c2cccc(S(=O)(=O)N3CCCCCC3)c2)nc(-c2ccccc2)n1	-0.1	12.3	-0.4	-3.9	2.2	10.2
35	COc1ccc(CNC(=O)C(=O)c2cn(CC(=O)N3CCOCC3)c3ccccc23)cc1	-0.1	1.8	1.3	-23.7	0.5	-36.0
36	O=C(NCc1cc(Cl)cc(Cl)c1)c1ccc2nc(COCCO)[nH]c2c1	0.1	-0.6	.	.	-0.4	5.6
37	COc1ccccc1NS(=O)(=O)c1cccc(C(=O)N2CCN(Cc3ccc4c(c3)OCO4)CC2)c1	0.3	0.1	-1.8	17.5	0.6	10.9
38	Cc1ccc(C(=O)c2ccccc2C(=O)OCC(=O)N2CC(C)CC(C)C2)cc1 (stereo not drawn)	0.1	-6.0	3.3	-1.5	-1.3	8.9
39	O=C(NCCO)c1ccc2c3n(nc2c1)-c1ccccc1CO3	-0.1	-111.9	-0.9	-66.9	-2.4	-202.5
40	COc1cccc(-c2cnc3c(NC=O)cc(-c4ccc(N(C)C)cc4)cn23)c1	-0.4	-0.7	.	.	-2.4	-4.7
41	COc1ccc(NC(=O)COC(=O)CC23CC4CC(CC(C4)C2)C3)c([N+](=O)[O-])c1	-0.5	4.3	-0.6	-6.2	3.4	7.8

nr	HIF-2a block	KKLEB cytotox	CF NFkB block	TWEAK Fn14 block	NR2E3 ag-2
31	23.4	-2.8	22.0	-0.3	-6.4
32	-17.2	8.2	-13.8	1.0	-16.8
33	9.8	-0.1	18.8	21.2	4.5
34	19.0	-18.7	13.0	3.5	-1.0
35	-68.7	9.3	-24.2	-2.5	-20.7
36	1.1	-3.5	-25.4	-27.9	20.3
37	18.9	-0.4	11.1	11.4	9.5
38	-1.2	-19.2	22.2	-0.1	-0.3
39	-213.1	8.4	-17.3	-4.8	-111.9
40	-84.3	-16.3	16.0	11.6	-60.4
41	15.6	-12.9	14.2	-18.3	2.6
